hcGAS inh: Primary biochemical luminescence assay for human cyclic GMP-AMP synthase inhibitors. inhibition, % at 12.5 µM. hit rate 0.081% among 290,000. recombinant h-cGAS, ATP depletion, Kinase-Glo luminescence. AID 1259398, 2018. Q8N884;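 also: 0% = vehicle reaction and 100% = reaction without DNA for no activity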
Target sequence (Q8N884 whole entry, looked up): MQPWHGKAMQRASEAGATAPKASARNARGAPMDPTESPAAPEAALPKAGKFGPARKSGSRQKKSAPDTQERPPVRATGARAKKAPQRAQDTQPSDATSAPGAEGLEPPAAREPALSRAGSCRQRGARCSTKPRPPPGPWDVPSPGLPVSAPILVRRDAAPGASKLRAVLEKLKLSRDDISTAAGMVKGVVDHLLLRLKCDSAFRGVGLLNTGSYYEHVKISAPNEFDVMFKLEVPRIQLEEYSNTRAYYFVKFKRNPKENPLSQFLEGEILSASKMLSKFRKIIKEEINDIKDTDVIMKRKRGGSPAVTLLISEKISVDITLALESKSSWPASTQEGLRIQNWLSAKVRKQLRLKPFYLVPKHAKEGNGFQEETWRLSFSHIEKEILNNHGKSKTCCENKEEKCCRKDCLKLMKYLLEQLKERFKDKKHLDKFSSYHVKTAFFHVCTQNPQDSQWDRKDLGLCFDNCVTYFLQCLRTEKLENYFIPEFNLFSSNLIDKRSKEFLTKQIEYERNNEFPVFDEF
mcGAS inh: cyclic GMP-AMP synthase inhibitors, mouse, primary biochemical chemiluminescence | Q8C6L5 | recombinant cGAS, Kinase-Glo ATP depletion luminescence | inhibition, % at 12.5 µM | hit rate 0.15% among 160,000;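 also: 0% = negative control wells and 100% = reference inhibitor with no enzyme activity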
NPYLR7 agonist: agonists of mosquito NPYLR7 receptor, primary screen, cell-based, Aedes aegypti, calcium fluorescence, mosquito biting behavior; HEK293T NPYLR7/Galpha15, GCaMP6s calcium fluorescence; activation, % at 10 µM; hit rate 0.15% among 270,000; AID 1259423, 2018; in the data active = activation above about 40%;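 also: 0% = vehicle and 100% = reference agonist at the receptor; some compounds past the cut are filed as inactive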
* marks the source's active call; other numbers are inactive results; . = no result given; & = joins results of further samples. Rule as the data show it, unless noted: active = inhibition above about 40%; inactive = the rest.

SMILES | hcGAS inh | mcGAS inh | NPYLR7 agonist
CC1CCCCN1c1c([N+](=O)[O-])cc([N+](=O)[O-])c2nonc12 (stereo not given) | 1 | 1 | 1
Cc1c(C(=O)O)sc2ncnc(NCC(c3ccccc3Cl)N(C)C)c12 (stereo not given) | -5 | -15 | 3
CN(Cc1cnn(C)c1)C(=O)c1ccc(-n2cccc2)cc1O | -12 | . | -1
O=c1[nH]c2ccc(S(=O)(=O)Nc3cnc4ccccc4c3)cc2s1 | 5 | . | 2
CC(C)NC(=O)c1cc2c(s1)CS(=O)(=O)C2 | -6 | -3 | 5
CCOc1cc2c(cc1OCC)CN(C(=O)c1cncn1-c1ccc(-c3ccc(F)c(F)c3)cc1)CC2 | -3 | -5 | 3
Cc1ccc(C2(O)CCN(Cc3ccc(Sc4nncn4C)o3)CC2)nc1 | -2 | -10 | 24
Cc1ccc(C(=O)NCC(=O)N2CC(Oc3ccccc3)C2)s1 | -11&2 | . | -15&0
CCOC(=O)c1c(NC(=O)c2ccc([N+](=O)[O-])o2)c(-c2ccc3c(c2)OCO3)cn1C | -6 | -7 | 18
CC(C)Cc1nc(N2CCCN(C(=O)c3ccc4c(c3)OCO4)CC2)c2c(-c3cccc(C(F)(F)F)c3)noc2n1 | -2 | -4 | 17
COc1ccc(Cl)c2sc(N(CCCN3CCOCC3)C(=O)c3ccn(C)n3)nc12 | -13 | -8 | .
COc1ccc(NC2CC(=O)N(C3CC3)C2=O)cc1 (stereo not given) | -3 | . | 14
COc1ccc(C(=O)N2CCN(c3ccc(F)c(Cl)c3)C(=O)C2C)cc1 (stereo not given) | -7 | -4 | 0
Cc1cc(C)n(CCNC(=O)c2cccc3c2NCCC3)c(=O)n1 | -6 | . | 8
COc1cccc(-c2nnc(SCc3ccc(C(=O)N4CCN(c5ccccc5F)CC4)cc3)n2-c2ccc(F)cc2)c1 | -16 | -4 | 15

Single records, as listed above:
`Cc1ccc(C2(O)CCN(Cc3ccc(Sc4nncn4C)o3)CC2)nc1` in the list: hcGAS inh: -2; mcGAS inh: -10; NPYLR7 agonist: 24
`COc1ccc(NC2CC(=O)N(C3CC3)C2=O)cc1` (stereo not given) in the list: hcGAS inh: -3; mcGAS inh: .; NPYLR7 agonist: 14
`COc1ccc(Cl)c2sc(N(CCCN3CCOCC3)C(=O)c3ccn(C)n3)nc12` in the list: hcGAS inh: -13; mcGAS inh: -8; NPYLR7 agonist: .

(cont.)
SMILES | hcGAS inh | mcGAS inh | NPYLR7 agonist
COc1ccc(Cl)cc1N1C(=O)CSC1c1ccccn1 (stereo not given) | -5 | . | -5
CC(C)CN1CC(C(=O)NCc2cc(C(C)C)no2)CC1=O (stereo not given) | -8 | -17 | 24
COCC(C)N(Cc1ccccc1OC)C(=O)c1ccco1 (stereo not given) | -4 | -11 | 0
CCOC(=O)CC(NC(=O)c1sccc1C)c1ccccc1OC (stereo not given) | -8 | -7 | 2
CC1CCN(C)c2ccccc2N1CCn1cncn1 (stereo not given) | -11 | . | 7
Cc1nn(-c2ccc(Nc3ccc(NC(=O)COc4ccccc4)cc3)nn2)c(C)c1C | -5 | -7 | -6
COc1cccc(C(=O)N2CCN(C(=O)c3cc4ccsc4n3Cc3ccccc3OC)CC2C)c1 (stereo not given) | -9 | -5 | 30
COc1ccc(OCCOCCN2CCc3ccccc3C2)cc1 | 3 | . | 1
Cc1ccccc1-n1ncc(C(C)NC(=O)c2ccco2)c1C (stereo not given) | -8&-7 | . | 8&6
CCOC(=O)C(c1cc(OC)ccc1OC)C1C=CC(NC(=O)c2ccc(C(F)(F)F)c(F)c2)C1 (stereo not given) | -3 | -4 | 1
CN(Cc1c(F)cccc1Cl)C(=O)c1ccc2c(c1)CCC(=O)N2 | -8 | . | -3
COc1cc2c(cc1OC)C(CNC(=O)C1CCCC1)N(C(=O)Nc1ccccc1F)CC2 (stereo not given) | -4 | -7 | -1
CC12C(=O)N(Cc3nc(-c4ccccc4)n[nH]3)C(=O)C1[C@H]1C=C[C@@H]2C1 (stereo not given in full) | -8 | . | 4
Cc1cc(C)cc(-n2nc3c(c2NC(=O)c2ccco2)CSC3)c1 | -11 | . | 0
CCOC(=O)N1CCC(NC(=O)c2nn(-c3ccccc3)c3c2CCCCC3)CC1 | -7 | . | 15
Cn1ncc2c(NC3CCCCC3)nc(N(CCO)Cc3ccccc3)nc21 | 4 | 1 | 4
CS(=O)(=O)N1CCC(NC(=O)c2cc(-c3cccs3)nc3ccccc23)CC1 | -3 | . | 6
COc1cc(-c2nc3ccccn3c2NC(C)(C)CC(C)(C)C)ccc1OC(=O)c1ccccc1C | 5 | 4 | -6
CC(C)Cc1cc(CNC(=O)Cc2ccc3c(c2)OCO3)on1 | -3 | -14 | 0
Brc1cccc(-c2nnc(SCc3ncc(-c4ccccc4)o3)o2)c1 | -5 | . | 2
CCCN(C)C(=O)C1CCN(c2cnc(N3CCN(CC)CC3)nc2)CC1 | -9 | -6 | .
O=C1CC(Nc2ccc(F)cc2)C(=O)N1c1ccccc1 (stereo not given) | -1 | 0 | -7
CCc1ccc(C2CCCN2C(=O)NCC2CN3CCCC3CO2)o1 (stereo not given) | -4 | -3 | 0
CC(=O)NCC(=O)NC1CC(C)(C)Cc2nc(N(C)Cc3ccccc3)ncc21 (stereo not given) | -7 | . | 7
CCn1c(-c2ccccc2F)nc2cc(NC(C)=O)cc(C(=O)NCC(C)Oc3cccnc3)c21 (stereo not given) | -4 | -8 | 10
CCOC(=O)c1ccc2c(c1)nc(SCc1cc(F)ccc1Br)n2Cc1ccccc1 | -7 | -7 | -5
CCC(C(=O)Nc1c2c(nn1CC(=O)NCCOC)CSC2)c1ccccc1 (stereo not given) | -7 | -6 | -7
N=C1C(c2ccccc2)C(=O)CN1CCc1ccc2c(c1)OCCO2 (stereo not given) | -5 | . | 9
Cc1nc(N(c2ccccc2)c2ccccc2)sc1C | -3 | . | 5
CC(=O)Oc1c(-c2ccc(NC(=O)c3ccc4c(c3)OCO4)cc2)c(-c2ccc(F)cc2)nn1-c1cc(C)ccc1C | -2 | -3 | -1

Of the compounds above, these contain an aryl thioether with sulfur outside any ring.
SMILES | hcGAS inh | mcGAS inh | NPYLR7 agonist
Cc1ccc(C2(O)CCN(Cc3ccc(Sc4nncn4C)o3)CC2)nc1 | -2 | -10 | 24
COc1cccc(-c2nnc(SCc3ccc(C(=O)N4CCN(c5ccccc5F)CC4)cc3)n2-c2ccc(F)cc2)c1 | -16 | -4 | 15
Brc1cccc(-c2nnc(SCc3ncc(-c4ccccc4)o3)o2)c1 | -5 | . | 2
CCOC(=O)c1ccc2c(c1)nc(SCc1cc(F)ccc1Br)n2Cc1ccccc1 | -7 | -7 | -5

(list continues)
SMILES | hcGAS inh | mcGAS inh | NPYLR7 agonist
CCc1nc(COC(=O)c2cc(Br)c[nH]2)cs1 | -5 | . | -4
CC1CCC(C)N1c1cc(C(F)(F)F)nc(-c2ccncc2)n1 (stereo not given) | -7 | . | -1
Cc1ccc(-c2nnc3c4ccccc4c(C)nn23)cc1S(=O)(=O)N1CCN(CCO)CC1 | -5 | . | -17
CCN1CCCC1CNC(=O)CCC1CCN(CCCC(F)(F)F)CC1 (stereo not given) | 3 | . | 5
COc1cc2c(cc1NC(=S)NCCN(C)C)oc1ccccc12 | -4 | . | -10
CCCC(C)(C)C(=O)N1CCC1(C)C(=O)NS(=O)(=O)c1ccc(C(C)(C)C)cc1 (stereo not given) | -4 | . | 17
Cc1nn(C)c(C)c1C(=O)C(N)=O | -7 | -3 | 5
COc1ccc(NC(=O)CSc2ncccc2C(=O)N2CCC(Cc3ccccc3)CC2)cc1OC | -6 | . | -8
O=C(NCc1ccc2c(c1)OCCCO2)c1c(F)cccc1Cl | -6 | . | 5
O=C1c2ccccc2NC(c2c(F)cccc2Cl)N1C1CC1 (stereo not given) | 9 | -5 | 3
CN1CCN(S(=O)(=O)c2ccc3c(c2)Cc2cc(S(=O)(=O)N4CCN(C)CC4)ccc2-3)CC1 | -7 | . | 7
COCC(=O)N1CCCC1C(=O)Nc1cccc(-c2cc3ccccc3[nH]2)c1 (stereo not given) | -9 | . | 4
O=C(c1cccc(C(F)(F)F)c1)N1CCSC1c1ccccc1OCc1ccccc1 (stereo not given) | -7 | -4 | .
COC(=O)c1ccc(Cl)cc1OCC(=O)NC1CCS(=O)(=O)C1 (stereo not given) | -7 | . | 4
Cc1ccccc1CN1CCN(c2nc3c(c(=O)[nH]c(=O)n3C)n2Cc2ccccc2F)CC1 | -4 | . | -5

A portion from further up, for reference:
SMILES | hcGAS inh | mcGAS inh | NPYLR7 agonist
O=C(c1cccc(C(F)(F)F)c1)N1CCSC1c1ccccc1OCc1ccccc1 (stereo not given) | -7 | -4 | .
COC(=O)c1ccc(Cl)cc1OCC(=O)NC1CCS(=O)(=O)C1 (stereo not given) | -7 | . | 4
Cc1ccccc1CN1CCN(c2nc3c(c(=O)[nH]c(=O)n3C)n2Cc2ccccc2F)CC1 | -4 | . | -5

(listing goes on)
SMILES | hcGAS inh | mcGAS inh | NPYLR7 agonist
NC1=NC2CS(=O)(=O)CC2S1 (stereo not given) | -8 | . | 4
N=C1C(c2nc3ccccc3s2)C(=O)CN1N1C(=O)c2ccccc2C1=O (stereo not given) | 11 | 43* | 3
O=C(CNc1cccc2c1OCCO2)Nc1cc(Cl)ccc1F | -1 | . | 0
Cc1nn(-c2ccccc2)c2nc(Cc3ccccc3)nc(N3CCN(S(=O)(=O)c4ccc(Cl)cc4)CC3)c12 | -2 | -3 | 8
Cc1ccccc1NC(=O)NCCNc1nc(-c2ccccc2Cl)nc2ccccc12 | 8 | -9 | 11
CCN(CC)c1onc(-c2ccccc2)c1CN(CCCOC)C(=O)c1ccco1 | 1 | 0 | .
CC(C)(C)C1CCC2(CC1)Nc1ccccc1C(=O)N2N (stereo not given) | -9 | . | -5
O=C(c1csc(COc2cccc3ccccc23)n1)N1CCOCC1 | 2 | 4 | -11
CCn1cc(-c2c(-c3ccccc3)ncn2Cc2ccc(O)c(OC)c2)c(C)n1 | -7 | -13 | 12
COc1cccc(C2C(=C(O)c3ccc(F)cc3)C(=O)C(=O)N2CCN(C)C)c1OC (stereo not given) | -7 | . | 1
CC(NC(=O)c1cccc([N+](=O)[O-])c1)c1nnc(SCc2ccc(F)cc2)n1-c1ccc([N+](=O)[O-])cc1 (stereo not given) | 0 | 1 | -1
COc1cc(C(C)=O)ccc1Oc1ncnc2c1cnn2-c1ccc(C)c(C)c1 | 1 | -7 | 1
CC1CCC(C(C)C)C(OC(=O)Cn2cnc3c2c(=O)n(C)c(=O)n3C)C1 (stereo not given) | -2 | . | 2
Cc1cc(=O)n2c(n1)NC(N1CCC(Cc3ccccc3)CC1)=NC2c1cccnc1 (stereo not given) | -3 | . | -1
O=C(O)c1csc(CSc2nnc(Cc3ccccc3)n2-c2ccc(Cl)c(Cl)c2)n1 | -6 | -5 | 14
O=C(c1cccc2nccnc12)N1CCC(C(=O)N2CCCC2)CC1 | -7 | . | 20
COc1ccc2c(c1)CCc1cc(CCC(=O)NCCN3CCCC3)n(CCc3cccc(F)c3)c1-2 | -2 | -6 | 31
COC(=O)c1cn(C(=O)c2cc(OC)c(OC)c(OC)c2)c2ccccc12 | -9 | -7 | 7
C#Cc1cccc(NC(=O)CN(C)C(=O)CCc2ccc(OC)c(F)c2)c1 | -5 | . | -5
CC(=O)N[C@@H]1C[C@H](Cc2ccccc2)O[C@H](c2cccc3nsnc23)C1 | -6 | . | 0
COCCN(CC(N)=O)S(=O)(=O)c1ccc(C)c(C(F)(F)F)c1 | -8 | . | 8
CCOC(=O)c1c(NC(=O)c2cc(C3CC3)on2)sc(C(C)=O)c1C | -1 | . | 0
COCC(NC1CCC2(CCNCC2)CC1)c1ccccn1 (stereo not given) | 3 | . | 0

As entered above.
hcGAS inh with CC(=O)N[C@@H]1C[C@H](Cc2ccccc2)O[C@H](c2cccc3nsnc23)C1 → -6
hcGAS inh with COC(=O)c1cn(C(=O)c2cc(OC)c(OC)c(OC)c2)c2ccccc12 → -9
hcGAS inh with COc1ccc2c(c1)CCc1cc(CCC(=O)NCCN3CCCC3)n(CCc3cccc(F)c3)c1-2 → -2
hcGAS inh with COCCN(CC(N)=O)S(=O)(=O)c1ccc(C)c(C(F)(F)F)c1 → -8

Screening results from PubChem.
